Screening data as filed in PubChem.
GalR3 antagonist – GalR3 antagonists in HEK293 cells, primary screen, cell-based, fluorescence readout. Galanin receptor type 3 (Homo sapiens), O60755. HEK293 GalR3-CNG cAMP membrane potential fluorescence; galR3 body fused to GalR1 C-terminus. inhibition, % at 3 µM. actives 0.44% (n = 360,000). AID 651719, 2012;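 active = inhibition above the screen-wide average plus 3 SD, cut at about 13% in these data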;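 also: forskolin and galanin both at EC90 stimulate the cells; cAMP rise reported by CNG channel membrane potential dye signal; 0% = forskolin plus galanin with DMSO and 100% = forskolin alone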
CRFR2-BP antag – antagonists of CRF-BP/CRF-R2 complex, primary screen, cell-based, HEK293, calcium dye fluorescence, uHTS | CRF-induced calcium fluorescence | inhibition, % at 11.8 µM | actives 0.59% (n = 350,000);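 active = inhibition of the ligand-induced calcium signal above about 50% at the single tested concentration, limit read from the data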
IDE cell activ – human IDE activators in live cells, primary screen, fluorescence polarization, HEK cells, FAbeta-B substrate. FAbeta-B cleavage; 0% vehicle, 100% cell-free pure enzyme wells. activation, % at 5.96 µM. actives 0.073% (n = 340,000). AID 493087, 2011;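 active = activation above the mean of all tested compounds plus 3 SD, set per screening campaign, cut at about 17% in these data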
Target sequence (P14735 whole entry, looked up): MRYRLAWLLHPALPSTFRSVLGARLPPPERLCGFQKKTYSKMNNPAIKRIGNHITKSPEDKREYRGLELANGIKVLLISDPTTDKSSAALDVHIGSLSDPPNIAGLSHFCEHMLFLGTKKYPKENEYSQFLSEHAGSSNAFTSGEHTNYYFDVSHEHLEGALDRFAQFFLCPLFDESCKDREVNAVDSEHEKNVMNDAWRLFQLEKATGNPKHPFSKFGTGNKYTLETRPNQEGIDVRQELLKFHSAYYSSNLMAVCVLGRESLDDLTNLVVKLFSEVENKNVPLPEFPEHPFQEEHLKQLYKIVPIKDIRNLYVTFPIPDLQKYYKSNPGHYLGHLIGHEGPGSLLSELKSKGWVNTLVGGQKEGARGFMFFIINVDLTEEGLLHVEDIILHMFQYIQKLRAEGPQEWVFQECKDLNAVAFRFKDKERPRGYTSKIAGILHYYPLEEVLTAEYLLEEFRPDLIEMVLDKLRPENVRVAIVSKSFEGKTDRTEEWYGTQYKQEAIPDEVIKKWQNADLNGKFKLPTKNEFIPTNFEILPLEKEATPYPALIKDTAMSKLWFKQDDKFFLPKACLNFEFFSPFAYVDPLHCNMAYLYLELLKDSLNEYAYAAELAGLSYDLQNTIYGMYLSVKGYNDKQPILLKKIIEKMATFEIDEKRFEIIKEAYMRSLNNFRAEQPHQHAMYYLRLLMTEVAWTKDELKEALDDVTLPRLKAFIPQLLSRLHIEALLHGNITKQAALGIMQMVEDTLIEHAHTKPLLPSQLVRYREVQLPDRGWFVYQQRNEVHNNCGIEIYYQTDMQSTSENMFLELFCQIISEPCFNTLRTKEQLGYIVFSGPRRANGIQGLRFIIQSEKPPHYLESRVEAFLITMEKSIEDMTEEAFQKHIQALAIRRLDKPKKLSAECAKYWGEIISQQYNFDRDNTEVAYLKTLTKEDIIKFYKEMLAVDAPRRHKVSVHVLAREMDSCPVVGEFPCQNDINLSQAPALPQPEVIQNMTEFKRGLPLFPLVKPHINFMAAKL
* marks the source's active call; other numbers are inactive results.

GalR3 antagonist	CRFR2-BP antag	IDE cell activ	Structure
-5	21	2	COc1ccccc1COC(=O)C(NC(=O)c1ccc(C)cc1)C(C)C (configuration not stated)
-2	-4	-5	COCCN(C(=O)COC(=O)/C=C/c1ccc(SC)cc1)c1c(N)n(Cc2ccccc2)c(=O)[nH]c1=O
-4	2	-4	O=C(Nc1ccc(C(=O)N2CCOCC2)cc1)c1ccccc1
-1	-1	1	COc1cc2c(cc1OC)CN(S(=O)(=O)c1ccc(Cl)nc1)CC2
-3	-21	3	N#CCCN(C(=O)COC(=O)c1cccc(S(=O)(=O)N2CCCCCC2)c1)c1ccc(F)cc1
-6	2	-4	N/C(=N\OC(=O)c1ccccc1)C(C(=O)NOC(=O)c1ccccc1)C1CCCCC1 (configuration not stated)
-9	1	2	COc1ccccc1C1CC(=O)Oc2cc(C)c(Br)c(C)c21 (configuration not stated)
-4	-8	1	COC(=O)[C@H](CCSC)NC(=O)Cn1cnc(C(=O)Nc2ccc(C)c(C)c2)n1

Three entries from above in a different format.
Order of results – GalR3 antagonist	CRFR2-BP antag	IDE cell activ
COc1cc2c(cc1OC)CN(S(=O)(=O)c1ccc(Cl)nc1)CC2
  -1	-1	1
N#CCCN(C(=O)COC(=O)c1cccc(S(=O)(=O)N2CCCCCC2)c1)c1ccc(F)cc1
  -3	-21	3
N/C(=N\OC(=O)c1ccccc1)C(C(=O)NOC(=O)c1ccccc1)C1CCCCC1 (configuration not stated)
  -6	2	-4

More compounds follow.
GalR3 antagonist	CRFR2-BP antag	IDE cell activ	Structure
-8	9	6	Cc1ccc(C)c(N2CCN(C(=O)CCc3nc(-c4ccc(Cl)cc4)no3)CC2)c1
-1	2	1	O=Cc1ccc(F)c([B-](F)(F)F)c1
-7	0	-3	CC[C@@H](NC(=O)Cn1cc(C)c(=O)[nH]c1=O)c1ccccc1
-5	0	2	CC(=NNC(=O)c1ccncc1)c1ccccc1O
-6	14	-1	C[C@]1(O)CC(=O)C=C[C@H]1Nc1ccccc1
-4	-6	-2	Cc1noc(C)c1C(=O)OCC(=O)/C=C1/N(C)c2ccccc2C1(C)C
6	1	5	CCOC(=O)C1=CN(Cc2ccccc2)CCC1=O
-3	-2	0	COc1ccc2nc3cc(Cl)ccc3c(Nc3ccc(O)c(CN4CCN(C)CC4)c3)c2c1
-11	-20	1	COc1ccc(NS(=O)(=O)c2cc(NC(=O)Cc3n[nH]c(=O)c4ccccc34)ccc2OC)cc1
-4	-5	-3	O=c1[nH]nnc2cc(Cl)ccc12
-4	22	2	O=[N+]([O-])c1ccc(CSc2ccc(S(=O)(=O)N3CCCCCC3)cn2)cc1
-6	-4	-6	CN(C(=O)c1cccc(NC(=O)Cc2ccc(NC(=O)C3CCN(C(=O)CCc4ccccc4)CC3)cc2)c1)C1CC1
-4	13	-2	COC1=C(N)C(=O)c2nc(C)ccc2C1=O
-9	-3	2	O=S1(=O)N[C@@H](Cc2ccccc2)COc2cc(Br)ccc21
-4	13	3	O=C(O)CCCCCN1C(=O)/C(=C/c2cn(-c3ccccc3)nc2-c2cccs2)SC1=S
-7	-1	0	CCCCN1CC(=O)N2[C@@H]3c4cc(OC)ccc4OC[C@@H]3[C@H](C(=O)OCC)[C@]2(C)C1=O
-1	-7	-7	O=C(CSc1nc2ccccc2o1)Nc1nc2c(s1)CCCC2
-10	3	3	CC(=O)NC1CC2CCCC(C1)N2C(=O)Nc1cccc(C(C)=O)c1 (configuration not stated)
-2	5	-5	COCCn1c(-c2ccc(C)cc2)nc2c(c(=O)c3ccccc3n2C)c1=O
33*	6	6	O=C(C=P(c1ccccc1)(c1ccccc1)c1ccccc1)c1ccccc1-c1ccccc1C(=O)C=P(c1ccccc1)(c1ccccc1)c1ccccc1
0	3	3	Cc1csc(NC(=O)CSc2nc3[nH]c(=O)cc(O)c3s2)n1
-7	26	6	Nc1ccc2c(c1)C(O)c1cccc(C(=O)O)c1-2 (configuration not stated)
-6	8	-9	O=C(Cc1cccc(NC(=O)C2CCCN(C(=O)c3ccccc3)C2)c1)Nc1ccc(C(=O)N2CCOCC2)cc1 (configuration not stated)
-3	-3	-1	COc1ccc(CC(=O)Nc2cc(S(=O)(=O)N3CCCCC3)ccc2C)cc1
-3	10	3	COC(OC)C1Nc2ccccc2C(=O)N1c1ccc(F)cc1 (configuration not stated)
-2	-3	1	COc1ccn(C2CCCCO2)c(=O)n1 (configuration not stated)
-2	-3	4	CCN(C(=O)COC(=O)C(c1ccccc1)c1ccccc1)c1c(N)n(Cc2ccccc2)c(=O)[nH]c1=O
-4	11	1	CS(=O)(=O)c1ccc(Cl)c(NC(=O)COC(=O)CCN2C(=O)C3CC=CCC3C2=O)c1 (configuration not stated)
1	-3	4	Cc1ccc(NC(=O)COC(=O)c2ccc(CN3CCCC3=O)cc2)cc1C
-4	4	2	C=CCN1CCS(=O)(=O)N(Cc2ccccc2)[C@@H](C(C)C)C1=O
-5	-2	3	Cc1ccc(S(=O)(=O)N2C[C@@H]3[C@H]4CC[C@H](C4)[C@@H]3[C@@H](C)[C@@H]2c2cn(Cc3ccccc3)c3ccc(F)cc23)cc1
-6	0	0	C/C=C1\NC(=O)[C@H](CC(N)=O)N(C)C(=O)C([C@@H](C)O)NC(=O)C(CCCc2ccc(OC)cc2)NC(=O)[C@H](C(C)C)NC(=O)/C(=C\C)NC(=O)[C@H](O)[C@@H](C[C@@H](O)CCCCCCC)NC(=O)[C@H](C)NC(=O)CN(C)C(=O)[C@H](CCC(N)=O)NC1=O (some centres not stated)
-6	9	1	CN(Cc1ccc(OC(F)F)cc1)C(=O)c1cccc(S(=O)(=O)N2CCN(c3ccccc3)CC2)c1
-2	5	4	CN(C)c1ccc(Cc2ccc(N(C)C)cc2)cc1
3	7	-2	CCCCn1cnc2c(SCc3ccccc3)nc(N)nc21
-7	53*	1	CC[C@]12c3[nH]c4ccc(OC)cc4c3CCN1C(=O)C(CC(=O)NCCCOC)C[C@@H]2C(=O)N1CCN(C(=O)c2ccco2)CC1 (some centres not stated)
1	-9	-8	CCOC(=O)/C=c1/s/c(=C\c2c(OC)ccc3ccccc23)c(=O)n1CC(=O)NCC1CCCO1 (configuration not stated)
-5	3	-3	CCCCNS(=O)(=O)CCNCc1ccco1
-5	-13	5	Cc1cccc(NC(=O)c2cccc(S(=O)(=O)Nc3c(C)n(C)n(-c4ccccc4)c3=O)c2)c1
-3	-6	2	CCN(C(=O)CSc1nc2ccccc2n1CC(C)C)c1c(N)n(Cc2ccccc2)c(=O)[nH]c1=O
-4	-2	0	COC(=O)[C@@]1(C)[C@H]2C(=O)N(C)C(=O)[C@H]2[C@H]2CN=C(SCc3ccccc3)N21
-7	-8	5	Nc1ccc(S(=O)(=O)Nc2cnc3c(Cl)cccc3n2)cc1
-7	-8	-1	COc1ccc(C(CNC(=O)c2cccc(S(=O)(=O)Nc3ccc(F)cc3)c2)N2CCCCC2)cc1 (configuration not stated)
3	10	-1	O=C(CCCCCCCC(=O)N1CCCCC1)N1CCCCC1
-4	-5	5	CCN(c1ccccc1)S(=O)(=O)c1ccc(Cl)c(C(=O)NC2CCN(Cc3ccccc3)CC2)c1
7	-8	-4	O=C(Nc1c(Cl)cc2c(c1Cl)Cc1cc([N+](=O)[O-])ccc1-2)C(Cl)Cl
-3	-7	2	CC(CNC(=O)COC(=O)c1cccnc1Cl)c1ccccc1 (configuration not stated)
-3	-2	-2	CCOc1cc(N2CCOCC2)c(OCC)cc1NC(=O)c1ccc(F)c(S(=O)(=O)N2CCOCC2)c1
-1	-16	2	COc1ccc(CNCCS(=O)(=O)NN2CCOCC2)cc1
-1	-3	1	COc1ccccc1NS(=O)(=O)c1cc(NC(=O)c2cccc(S(=O)(=O)N(C)C)c2)ccc1N1CCOCC1
-7	11	0	O=c1oc2ccccc2c2c1cnc1ccccc12
-4	2	4	Cc1cccc(Cc2nc3ccccc3[nH]2)c1
-1	3	3	O=c1[nH]c2cc(Cl)c(Br)cc2o1
-5	-2	3	CCOC(=O)C1=CN(Cc2ccco2)S(=O)(=O)NC1CC (configuration not stated)
-1	2	3	C[C@@H]1CN([C@@H](C)CO)C(=O)c2cc(NS(C)(=O)=O)ccc2O[C@@H]1CN(C)Cc1ccc(C(F)(F)F)cc1
-1	27	-5	COc1ccc(C2(SCC(N)C(=O)O)c3ccccc3-c3ccccc32)cc1 (configuration not stated)

New compounds follow:
GalR3 antagonist	CRFR2-BP antag	IDE cell activ	Structure
-7	-10	-2	O=C1c2ccccc2[C@@H]2C[C@@H](O)[C@H](Nc3ccccc3-c3ccccc3)CCN12
-7	-6	3	CC(C)C(=O)Nc1cccc(COc2ccc(CN(Cc3ccccc3)C(=O)OC(C)(C)C)cc2)c1
-8	-1	-5	Cc1cccc(-c2ccc3c(c2)C2CC3CCN2C(=O)OCc2ccccc2)c1 (configuration not stated)
-1	3	-9	Nc1ncnc2[nH]c(=S)[nH]c12
-4	-3	10	COc1ccccc1C(=O)OCCc1ccccc1
-6	-20	5	COc1ccc(-c2c(C)cc3oc(=O)cc(-c4ccccc4)c3c2C)cc1C=O
-1	16	5	Cc1ccc(CC2(OCCN(C)C)CCC(C(C)(C)C)CC2)cc1 (configuration not stated)
-5	-5	3	O=C1NC2(CCCCC2)OC12CCCCC2
0	28	3	CN(C(=O)c1cccc(NC(=O)Cc2cccc(NC(=O)C3CCN(C(=O)c4ccccc4)CC3)c2)c1)C1CCCC1
-5	-22	3	S=C1NCCN1CC1CCN(CCC23CC4CC(CC(C4)C2)C3)CC1
-7	15	3	COc1ccc2[nH]c3c(c2c1)CCN1C(=O)C(CC(=O)NCCC2=CCCCC2)C[C@H](C(=O)N2CCOCC2)[C@@]31C (some centres not stated)
-3	-23	4	Nc1c(Br)cc(Br)c2c1-c1ccc([N+](=O)[O-])cc1C2
1	0	-1	O=Cc1ccc([B-](F)(F)F)s1
-2	-1	3	O=C(NCC1CCCO1)c1ccc2[nH]c3c(c2c1)CCCC3 (configuration not stated)
4	8	7	C=CCn1c(=O)[nH]c(=O)c2c(N)c(C(=O)c3ccc(OC)cc3)sc21
-2	-4	3	CCN1CCN(C(=O)N(CC(=O)Nc2ccc(C(N)=O)cc2)S(=O)(=O)c2ccc(C)cc2)CC1

Arranged by value in CRFR2-BP antag (ascending): three from the list above.
GalR3 antagonist	CRFR2-BP antag	IDE cell activ	Structure
-5	-22	3	S=C1NCCN1CC1CCN(CCC23CC4CC(CC(C4)C2)C3)CC1
-7	15	3	COc1ccc2[nH]c3c(c2c1)CCN1C(=O)C(CC(=O)NCCC2=CCCCC2)C[C@H](C(=O)N2CCOCC2)[C@@]31C (some centres not stated)
0	28	3	CN(C(=O)c1cccc(NC(=O)Cc2cccc(NC(=O)C3CCN(C(=O)c4ccccc4)CC3)c2)c1)C1CCCC1

Going on with the list.
GalR3 antagonist	CRFR2-BP antag	IDE cell activ	Structure
-7	-12	0	Fc1cccc(-c2ncc(-c3ccccc3)o2)c1
2	3	2	CN(CCc1ccccc1)C(=O)c1ccc(NC(=O)Cc2cccc(NC(=O)C3CCN(C(=O)C4CCC4)CC3)c2)cc1
-1	-3	2	COc1cc(C(=O)N2CCN(c3cccc(C(F)(F)F)c3)CC2)ccc1OCC(=O)N1CCOCC1
0	19	3	COc1cc(OC)c(C=NNC(=S)NC23CC4CC(CC(C4)C2)C3)c(OC)c1
-4	0	4	Cc1ccnc2nc(C(=O)OCC(=O)N3CC(C)CC(C)C3)nn12 (configuration not stated)
-1	0	1	O=C(CNC(=O)c1ccc(F)cc1)NCc1ccc(S(=O)(=O)N2CCOCC2)cc1
-2	-44	0	COc1cccc2nc3c(C(=O)NCCN(C)C)cccc3cc12
-5	6	-2	COc1cc(OC)c(-c2oc3ccccc3c(=O)c2O)c(OC)c1
-3	-16	4	Cc1cccc(C2NC(=O)c3ccccc3N2)c1 (configuration not stated)
-9	1	-6	O=C1OCC2=C1C(c1ccc(Cl)cc1)c1cc3c(cc1O2)OCO3 (configuration not stated)
-1	-16	4	CNS(=O)(=O)c1cccc(C(=O)OCC(=O)c2ccc3c(c2)OCCO3)c1
-4	18	6	O=C(Cc1ccccc1Cl)c1ccccc1
-7	-9	6	CCN(C(=O)COC(=O)C1CCC(C(C)(C)C)CC1)c1c(N)n(Cc2ccccc2)c(=O)[nH]c1=O (configuration not stated)
0	-4	-3	CC(C)(C)S(=O)N1Cc2ccc(CO)cc2[C@@H]1CCO (some centres not stated)
4	-20	-12	CCC(C)C(=O)OC1CCC=C2C=CC(C)C(CCC3CC(O)CC(=O)O3)C21 (configuration not stated)
-4	5	5	CCOc1ccc(NC(=O)CN(C)C(=O)c2cccc3ccccc23)cc1OCC

Entries of single compounds, looked up by structure. Values in the order: GalR3 antagonist	CRFR2-BP antag	IDE cell activ
Entry for CC(C)(C)S(=O)N1Cc2ccc(CO)cc2[C@@H]1CCO (some centres not stated) = 0	-4	-3
Entry for Cc1cccc(C2NC(=O)c3ccccc3N2)c1 (configuration not stated) = -3	-16	4

The listing continues:
GalR3 antagonist	CRFR2-BP antag	IDE cell activ	Structure
-4	-1	5	COc1cc(NC(=O)NCc2ccco2)ccc1-c1ccc(NC(=O)NCc2ccco2)cc1OC
-4	-9	3	CCOc1ccccc1N1CCN(C(=O)c2ccc(Cl)c(S(=O)(=O)N3CCCCC3)c2)CC1
4	-5	4	CC1(C(=O)OCC(=O)Nc2ncc(Cl)cc2Cl)CC1(Cl)Cl (configuration not stated)
-5	4	5	O=C(Nc1ncn[nH]1)c1ccc(Cl)c(Cl)c1
-6	4	2	CC1(C)c2ccccc2C(=O)c2ccccc21
-2	-21	-2	O=C(Cn1cc(COc2c(F)c(F)c(Br)c(F)c2F)nn1)c1ccc(O)cc1
-6	-12	2	c1ccc2c(c1)c1c(c3ccccc32)CN2CCCC2C1 (configuration not stated)

This is a subset; rates above refer to the full screens.
